# inhibitors of VEEV = inhibitors of VEEV TC-83 cytopathic effect, confirmation, Vero cells (AID 588727). Vero cells, VEEV TC-83 cytopathic effect inhibition; higher % means a stronger effect. 350,000 compounds, 0.13% hits. one-dose inhibition, % at 20 µM; IC50 in µM for titrated hits; in the data active = a potency from the dose series; inconclusive = inhibition mostly from about 14% at the one dose, without a potency; inactive = the rest, 99 in 100 with inhibition below about 12%; note: strong numbers were not always called active
# H37Rv inhibition = M. tuberculosis growth inhibition, HTS (AID 449762). one-dose inhibition, % at 25 µM; IC50 in µM for titrated hits. M. tuberculosis H37Rv growth inhibition, 7H9 media; higher % means a stronger effect. 330,000 compounds, 0.59% hits; in the data active = a potency from the dose series; inconclusive = inhibition above about 70% without an active follow-up result;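 note: bacterial growth assessed after seven days of incubation; strong numbers were not always called active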
# PhoP GFP inhibition = PhoP regulon inhibitors, Salmonella typhi PhoP promoter GFP reporter, confirmatory (AID 1850); Salmonella Typhi PhoP-promoter GFP reporter, fluorescence, 4 h; higher % means a stronger effect; 310,000 compounds, 0.33% hits; one-dose inhibition, % at 50 µM; IC50 in µM for titrated hits; in the data active = a potency from the dose series; inconclusive = inhibition mostly from about 25% at the one dose, without a potency; inactive = the rest, 99 in 100 with inhibition below about 19%;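 note: 0% = induced wells with vehicle and 100% = uninduced wells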
# tuberculosis growth = growth inhibition of non-replicating M. tuberculosis (AID 488890); Mycobacterium tuberculosis non-replicating, growth inhibition; higher % means a stronger effect; inhibition, % at 25 µM; hits with a dose series show IC50 in µM; 320,000 compounds, 0.39% hits; in the data active = a potency from the dose series; inconclusive = inhibition mostly from about 82% at the one dose, without a potency; inactive = the rest, 99 in 100 with inhibition below about 76%;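 note: plate controls were DMSO cells for no effect and high antibiotic wells for full effect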
# influenza NS1A = H1N1 influenza NS1A inhibitors, functional cell based assay (AID 504329) | NS1A functional cell-based assay, percent inhibition; higher % means a stronger effect | inhibition, % at 12.5 µM; hits with a dose series show IC50 in µM | 340,000 compounds, 0.3% hits; in the data active = a potency from the dose series; inconclusive = inhibition above about 27% without an active follow-up result; note: strong numbers were not always called active
# inhibitors of VEEV 10K pilot screen = further read-out of inhibitors of VEEV, marked with its call; inhibition, %; measured here: 10K pilot screen inhibition
# * hit, by the source's call; i = inactive; ? = inconclusive; nt = no result given.
SMILES,inhibitors of VEEV,H37Rv inhibition,PhoP GFP inhibition,tuberculosis growth,influenza NS1A,others
CCn1c(SCC(=O)NCCc2ccccc2)nnc1-c1cccs1,0.5%,-1%,-7%,-2%,7%,
O=C(N/N=C/c1ccncc1)C12CC3CC(CC(C3)C1)C2,i,-3%,-11%,-8%,1%,
O=C(Cc1ccc(F)cc1)N1CCN(c2ccc([N+](=O)[O-])cc2)CC1,i,1%,3%,45%,-3%,
CCc1ccccc1NC(=O)/C(C#N)=C\c1ccc(Sc2ccccc2)o1,i,9%,-7%,?,10%,
CCCC(=O)NC(c1ccc(Cl)cc1Cl)c1ccc2cccnc2c1O (stereo not given),28%,5%,-2%,-12%,2%,
CCOC(=O)c1c(-c2ccccc2)nc2ccc(Cl)cn12,1.1%,51%,-2%,63%,-3%,
O=C(N/N=C/c1ccncc1)c1ccccc1OCc1ccc(Br)cc1,6.5%,12%,2%,62%,1%,
O/N=C\c1cccn1-c1ccc(Br)cc1,3.0%,-6%,13%,14%,-13%,
Nc1nc(SCC(=O)Nc2ccc(Cl)cn2)n[nH]1,2.5%,-5%,16%,-2%,-13%,
CC(C)(C)c1cc(C(=O)N/N=C/c2ccccc2O)n(-c2ccccc2)n1,11%,-12%,-7%,-13%,-5%,
Cn1cccc1/C=C(/C#N)C(N)=S,0.9%,0%,7%,22%,3%,
COC(=O)c1ccccc1NC(=O)C12CCC(C)(C(=O)O1)C2(C)C (stereo not given),9.0%,-4%,-3%,30%,0%,
CCCN(c1ccc(OCC)cc1)c1ncnc2nc[nH]c12,0.3%,-8%,-7%,nt,4%,
O=C(N/N=C/c1cccc([N+](=O)[O-])c1)c1ccc(Br)cc1,1.5%,2%,10%,-13%,1%,
COC(=O)c1cccc(Nc2nc3ccccc3nc2C)c1,7.0%,56%,-24%,9%,-6%,
CC12CCC(C[N+](C)(C)C1)C2(C)C (stereo not given),0.1%,2%,-1%,13%,0%,
CSCC[C@H](NC(=O)c1ccc2ccccc2c1)C(=O)N1CCC2(CC1)NCCc1[nH]cnc12,0.2%,0%,9%,12%,5%,
CCc1nnc(NC(=O)c2ccc(Cl)c(S(=O)(=O)N3CCc4ccccc43)c2)s1,1.7%,3%,2%,3%,-14%,
CCOc1cc(C(=O)Nc2cccc(OCC(=O)N3CCOCC3)c2)cc(OCC)c1OCC,3.3%,3%,1%,6%,-10%,
CN(C)S(=O)(=O)c1ccc(C(=O)NCCSc2ccccc2)cc1,6.1%,-3%,-8%,0%,5%,
COC(=O)CN(C#N)c1nc(NC(C)C)nc(OC)n1,0.3%,26%,1%,4%,-2%,
O=C1N=NC(=O)N1c1ccccc1,1.6%,19%,-2%,2%,5%,
N#Cc1nc(-c2cccs2)oc1NCCN1CCOCC1,i,-5%,-13%,-1%,-15%,
COc1ccc(C(CCN(Cc2ccc(OC)c(OC)c2)C(C)=O)C(C)C)cc1 (stereo not given),1.4%,3%,11%,-8%,-10%,
CCOc1ccc(CCNC(=O)CN2CCN(Cc3ccc(F)cc3)C2=O)cc1OCC,0.4%,-7%,-8%,9%,-11%,
Cc1cc(S(=O)(=O)NCc2ccc3c(c2)OCO3)ccc1F,1.2%,4%,-7%,14%,-7%,
O=c1oc2ccccc2c(NC2CCCCC2)c1NS(=O)(=O)c1ccc(Cl)cc1,12%,-2%,-16%,15%,4%,
CC(C)(C)NC(=O)NCC1CCCC1NC(=O)NC(C)(C)C (stereo not given),i,-2%,-2%,0%,3%,
O=C1c2cccc3cccc(c23)C(=O)N1/N=C/c1ccc(O)cc1O,0.4%,-18%,-7%,-5%,-6%,
COc1ccc(S(=O)(=O)N2CCCCCC2)cc1C(=O)N1CCCC(C(F)(F)F)C1 (stereo not given),6.8%,-5%,-1%,-1%,0%,

# Next part, overlapping the part above by 5 compounds.
SMILES,inhibitors of VEEV,H37Rv inhibition,PhoP GFP inhibition,tuberculosis growth,influenza NS1A,others
Cc1cc(S(=O)(=O)NCc2ccc3c(c2)OCO3)ccc1F,1.2%,4%,-7%,14%,-7%,
O=c1oc2ccccc2c(NC2CCCCC2)c1NS(=O)(=O)c1ccc(Cl)cc1,12%,-2%,-16%,15%,4%,
CC(C)(C)NC(=O)NCC1CCCC1NC(=O)NC(C)(C)C (stereo not given),i,-2%,-2%,0%,3%,
O=C1c2cccc3cccc(c23)C(=O)N1/N=C/c1ccc(O)cc1O,0.4%,-18%,-7%,-5%,-6%,
COc1ccc(S(=O)(=O)N2CCCCCC2)cc1C(=O)N1CCCC(C(F)(F)F)C1 (stereo not given),6.8%,-5%,-1%,-1%,0%,
COc1ccccc1NC(=O)Cn1cnc2sc(C)c(S(=O)(=O)N3CCCCC3)c2c1=O,1.5%,2%,7%,-7%,-7%,
COc1cccc(NC(=O)CCN2CCOCC2)c1,0.6%,-6%,2%,-17%,-2%,
C=CCNC(=O)c1cc(-c2ccc(Br)cc2)on1,i,3%,-11%,55%,-3%,
NC(N)=NC(N)=Nc1ccccc1,2.2%,-5%,nt,2%,-6%,
COc1cc(OC)cc(C(=O)N[C@H](C(=O)OCC(=O)Nc2ccc(C(N)=O)cc2)C(C)C)c1,1.1%,0%,-3%,5%,3%,
O=C(NCCCN1CCOCC1)c1cc(-c2ccc(Cl)s2)nc2ccccc12,7.5%,3%,-1%,8%,-3%,
COc1ccc(NC(=O)Nc2ccc(C)cc2OC(F)F)cc1OC,6.8%,-4%,-5%,14%,-3%,
CC(Cc1ccccn1)NC(=O)c1ccc(OC2CCN(CCc3ccccc3)CC2)cc1 (stereo not given),8.1%,nt,nt,nt,-3%,
Cc1ccc(S(=O)(=O)Nc2ncnc3sc(C)c(C)c23)cc1,2.3%,-4%,nt,29%,-13%,
Cc1cc(C(=O)OCC(=O)NCc2ccccc2)c(C)o1,1.4%,4%,1%,22%,-1%,
CCC(C(=O)OCC(=O)Nc1ccc(SC(F)F)cc1)c1ccccc1 (stereo not given),1.5%,nt,nt,nt,1%,inhibitors of VEEV 10K pilot screen=2.0
CCOC(=O)CC1=C(C(=O)OCC)C(c2ccc(OC)c(OC)c2)C(C#N)=C(N)O1 (stereo not given),1.0%,1%,-7%,17%,-8%,
CCCCn1c(N)c(N(CCOC)C(=O)c2cnc(C)cn2)c(=O)[nH]c1=O,3.7%,2%,-2%,-5%,-13%,
O=C(Nc1ccc(N2CCOCC2)cc1N1CCOCC1)c1ccc(Br)cc1,4.3%,-6%,-5%,0%,-13%,
Nc1cc(C(=O)c2cccs2)ccc1Cl,1.1%,-2%,4%,-14%,6%,

# Ordered by SMILES length (highest first): 4 of the compounds above
SMILES,inhibitors of VEEV,H37Rv inhibition,PhoP GFP inhibition,tuberculosis growth,influenza NS1A,others
CCOC(=O)CC1=C(C(=O)OCC)C(c2ccc(OC)c(OC)c2)C(C#N)=C(N)O1 (stereo not given),1.0%,1%,-7%,17%,-8%,
CCC(C(=O)OCC(=O)Nc1ccc(SC(F)F)cc1)c1ccccc1 (stereo not given),1.5%,nt,nt,nt,1%,inhibitors of VEEV 10K pilot screen=2.0
Cc1cc(C(=O)OCC(=O)NCc2ccccc2)c(C)o1,1.4%,4%,1%,22%,-1%,
COc1cccc(NC(=O)CCN2CCOCC2)c1,0.6%,-6%,2%,-17%,-2%,

# The listing continues.
SMILES,inhibitors of VEEV,H37Rv inhibition,PhoP GFP inhibition,tuberculosis growth,influenza NS1A,others
COc1ccc(-c2cc(CNC(=O)CN(C)Cc3ccccc3)on2)cc1,1.6%,2%,7%,28%,0%,
O=C(Nc1ccc(F)cc1Cl)C1=COCCO1,0.3%,-5%,5%,-19%,3%,
CCCCN(C)Cc1c(C)[nH]c2ccccc2c1=O,0.7%,5%,-16%,1%,-9%,
Cc1cc(C)c2sc(N(CCCN(C)C)C(=O)c3ccc(S(=O)(=O)N4CCc5ccccc5C4)cc3)nc2c1,?,?,4%,35%,-8%,
CC1=Nc2cc(C(=O)O)ccc2Sc2ccc(Br)cc21,0.4%,-5%,-8%,nt,8%,
CCCCCCCC(=O)Nc1cc(C(=O)NCCC)ccc1N1CCC2(CC1)CC(c1ccccc1)=NO2,0.1%,2%,-19%,-2%,1%,inhibitors of VEEV 10K pilot screen=0.1
CN1CCN(CCC(=O)N/N=C/c2cc([N+](=O)[O-])ccc2O)CC1,0.4%,-1%,12%,?,17µM*,
CCC(C)(C)NC(=O)C(c1ccccc1)N(Cc1cccnc1)C(=O)c1csnn1 (stereo not given),1.0%,8%,2%,0%,-5%,
COc1ccc(OC)c(-c2cc(C(=O)Nc3c(C)nn(Cc4ccccc4Cl)c3C)no2)c1,i,1%,-6%,8%,3%,
COc1cc(CCN2C(=O)c3cccc4cccc(c34)C2=O)c(S(=O)(=O)NCCO)cc1OC,10%,5%,-4%,-12%,-12%,
CCOc1ccccc1N1CC(C(=O)N(C)Cc2cccnc2)CC1=O (stereo not given),3.3%,-2%,8%,1%,-1%,
CC1CCc2cc(F)ccc2N1C(=O)C12CCC(C)(C(=O)O1)C2(C)C (stereo not given),2.7%,0%,-1%,20%,nt,
O=C(N/N=C/c1ccccc1C(F)(F)F)c1ccc(O)cc1,2.1%,-1%,-6%,48%,7%,
COc1ccc(-n2nc3c(c2NC(=O)CBr)CSC3)cc1,i,0%,4%,1%,2%,
CCN1C(=O)/C(=C/c2cccs2)S/C1=N\S(=O)(=O)c1ccc(C)cc1,0.1%,1%,-3%,-15%,-6%,
Cn1c(=O)c2c(SC3CCCC3)nc(C3CC3)nc2n(C)c1=O,i,-9%,5%,8%,4%,
CN1CCNC(=O)C1CC(=O)NCCC1=CCCCC1 (stereo not given),i,-7%,-4%,13%,-2%,
Cc1ccc(NC(=O)CSc2nc3ccccc3c(=O)n2CCCC(=O)NCCCN2CCOCC2)cc1C,3.7%,9%,14%,65%,0%,
NS(=O)(=O)c1ccc(NC(=S)NCc2ccc(Cl)cc2)cc1,1.1%,2%,-3%,73%,4%,
Cc1ccc(NC(=O)CN2CCN(Cc3ccccc3)CC2)c(Br)c1,4.0%,41%,5%,13%,1%,
COc1ccccc1NC(=O)C(=O)N/N=C(\C)CC(=O)Nc1ccccc1C(F)(F)F,1.4%,-6%,0%,2%,5%,
CCOCC(=O)Nc1nnc(C)s1,0.6%,0%,4%,26%,-3%,
Cc1ccc(NC(=O)CNc2cccc(Br)c2)cc1S(=O)(=O)N1CCOCC1,3.7%,-4%,nt,13%,-6%,
COc1cc(C2C(C#N)=C(N)Oc3cc(O)ccc32)cc2c1OCO2 (stereo not given),9.0%,-5%,-6%,9%,17%,
COc1ccc2nc(COC(=O)c3cccc([N+](=O)[O-])c3)c(C(C)=O)[n+]([O-])c2c1,0.5%,3%,1%,5%,-2%,
CC(NC(=O)CS(=O)(=O)c1ccccc1)c1ccccc1 (stereo not given),0.9%,-24%,-4%,-8%,-14%,
CC(C)CCn1nnnc1CN1CCN(c2ccccc2)CC1,43%,1%,0%,19%,-9%,
Cc1ccc(NC(=S)N2CCCC(c3ccccc3)=N2)cc1,i,?,5%,51%,0%,

# Compound activity from PubChem.
